Screening results from PubChem BioAssay.
TbREL1 inh = TbREL1 inhibition, primary screen; P86926; hit rate 0.49% among 89,000; TbREL1 RNA ligation, FRET fluorescence; AID 1117264; inhibition, % at 9.66 µM;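 active = inhibition above the mean inhibition across all screened compounds plus 3 SD, cut at about 11% in these data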;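 also: 0% = plate median of test wells and 100% = NSC42067 control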
Target sequence (P86926 whole entry, looked up): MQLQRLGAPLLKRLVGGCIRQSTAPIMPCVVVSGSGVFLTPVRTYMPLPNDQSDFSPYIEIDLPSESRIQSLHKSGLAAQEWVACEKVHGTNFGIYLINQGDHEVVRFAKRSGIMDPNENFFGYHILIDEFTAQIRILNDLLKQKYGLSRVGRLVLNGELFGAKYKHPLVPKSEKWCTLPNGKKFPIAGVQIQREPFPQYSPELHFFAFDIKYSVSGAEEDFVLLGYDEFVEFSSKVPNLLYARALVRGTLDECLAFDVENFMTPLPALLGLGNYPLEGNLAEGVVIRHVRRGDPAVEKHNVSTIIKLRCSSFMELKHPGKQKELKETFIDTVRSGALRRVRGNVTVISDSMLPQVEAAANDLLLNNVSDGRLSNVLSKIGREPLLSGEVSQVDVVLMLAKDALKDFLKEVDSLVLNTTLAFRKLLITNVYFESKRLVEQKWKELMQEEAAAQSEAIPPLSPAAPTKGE
* marks the source's active call; other numbers are inactive results. A portion of the library. The share of hits here may be higher or lower than overall.

SMILES	TbREL1 inh
O=C(NCCc1ccc(Cl)cc1)c1cccs1	-2
O=C(CSc1nccn1-c1cccc(F)c1)NC1CCCC1	-3
COc1ccc(CCN2CC(C(=O)N3CCC(OC)CC3)CCC2=O)cc1 (configuration not stated)	2
Cc1ccc(-c2csc(N3CCN(c4cc5c(cc4Cl)nc(C(C)N)n5CCCO)CC3)n2)cc1 (configuration not stated)	-1
CCCNC(=O)N[C@@H](Cc1ccccc1)C(=O)OC	-2
C/C(=N\NC(=O)c1c(Br)c(C)nn1C)c1cccc(NC(=O)c2ccccc2C)c1	-2
CSc1n[nH]c(=S)n1N	0
CC(C)C[C@@H](CO)NC(=O)CC[C@H](NC(=O)OC(C)(C)C)C(=O)N(Cc1ccccc1)Cc1ccccc1	4
COc1ccc(NC(=S)NNC(=O)COc2ccc(Cl)cc2Cl)cc1	-4
O=C(Nc1ccc(Cl)cc1)N1CCCN(c2ccc(C(F)(F)F)cc2[N+](=O)[O-])CC1	1
O=C(Nc1ccc2c3c(cccc13)CC2)c1ccc(Br)o1	-3
CCN(CC)S(=O)(=O)c1ccc(N2CCOCC2)c(NC(=O)c2ccc3c(c2)OCCO3)c1	-1
CC(Oc1cccc(Br)c1)C(=O)NNC(=O)CCS(=O)(=O)c1ccccc1 (configuration not stated)	1
CCOc1ccc(NC(=O)C(NC(=O)C2CCC(C)CC2)C(C)C)cc1 (configuration not stated)	-2
O=C(NCCN1CCOCC1)c1cc(-c2ccc(F)cc2)on1	0
COc1ccc(C(=O)NC(=S)Nc2ccc(N3CCOCC3)cc2)cc1Cl	-5
O=S(=O)(c1c(F)cccc1F)N1CCCC2CCCCC21 (configuration not stated)	0
CCN(CC)CCn1c(NCc2ccc(OC)cc2)nc2ccccc21	-3
COc1ccc(NC(=O)c2cc(-c3cc(F)ccc3OC)n[nH]2)c(OC)c1	-3
O=C1C2C3c4ccccc4C(c4ccccc43)C2C(=O)N1Cc1ccco1 (configuration not stated)	-2
COCc1cc(=O)[nH]c(/N=C(\N)Nc2ccc(Oc3ccccc3)cc2)n1	0
CCCCn1c(N)c(N(CC(C)C)C(=O)c2ccc(-c3ccc([N+](=O)[O-])cc3)o2)c(=O)[nH]c1=O	-4
O=C(CSc1nc2ccccc2o1)Nc1ccc(Cl)cc1	0
Cc1ccc(S(=O)(=O)N(C)CCCC(=O)Nc2ccncc2)cc1	-1
CC1CC(=O)C2=C(C1)Nc1ncnn1C2c1ccccc1 (configuration not stated)	1
The list goes on:
SMILES	TbREL1 inh
CS(=O)(=O)Nc1ccccc1C(=O)NCc1ccccc1Cl	-4
COc1cc(OC)c(OC)cc1/C=N/NC(=O)c1ccc(=O)n(C)c1	2
COc1cccc(-c2nc(-c3ccc(Br)o3)no2)c1	5
CCC(Oc1ccccc1)C(=O)N(Cc1ccccc1)c1ccccn1 (configuration not stated)	-2
CC(=O)N1CCc2cc(NC(=O)c3ccc(C)cc3)ccc21	0
Cc1c(C(=O)NCc2ccc(C#N)cc2)sc(=O)n1Cc1ccccn1	0
Cc1cc(C(=O)N/N=C/c2cccs2)no1	1
c1ccc(-c2cn(CC3CCCCC3)nn2)cc1	-1
O=C(CSc1nnc(SCc2cccc3ccccc23)s1)Nc1ccc(Oc2ccccc2)cc1	1
CCCCN1C(=O)N(C)C2NC(=S)NC21 (configuration not stated)	3
Cc1ccc(S(=O)(=O)N(C)c2ccc(OCC(=O)Nc3cc(C(=O)O)ccc3Cl)cc2)cc1	-1
Cc1cc(Nc2ccc(F)c(F)c2)nc(-c2ccccc2O)n1	2
CCN(CC)c1ccc(NC(=O)CN2C(=O)NC3(CCc4ccccc43)C2=O)cc1 (configuration not stated)	-6
COc1cccc(C(=S)N2CCOCC2)c1OS(=O)(=O)c1ccc(Cl)cc1	-6
COc1ccccc1-c1noc(-c2cc(OC)c(OC)c(OC)c2)n1	0
O=C(Nc1ncccc1O)c1cccc(S(=O)(=O)NCc2ccccc2)c1	-1
Cc1cc(S(=O)(=O)NC[C@H]2O[C@@H](n3ccc(N)nc3=O)[C@H](O)[C@@H]2O)c(C)s1	0
COc1ccc(Cl)cc1S(=O)(=O)N(C)CC(=O)N1CCOCC1	0
CC(=O)c1cccc(NC(=O)NCc2ccco2)c1	0
Cc1ccc(N=Nc2c(N)nn3c(N)c(C#N)c(C)nc23)cc1	6
Cc1sc2nc(SCC(=O)Nc3ccccc3F)[nH]c(=O)c2c1C	-1
Cn1c(-c2ccc(F)c(F)c2)cc2onc(-c3ccccc3)c2c1=O	0
Cc1cc(NS(=O)(=O)c2ccc(NC(=O)CSc3nnc(-c4ccc(C(C)(C)C)cc4)n3Cc3ccco3)cc2)nc(C)n1	-3
CCc1ccc(N2CCN(C(=O)c3ccc(OC)c(OC)c3)CC2)cc1	-1
Nc1nc(NC(=O)CCC(=O)O)nn1-c1ccccc1	-1
(next part)
SMILES	TbREL1 inh
COC(=O)[C@]12C[C@H](CC(=O)N3CCOCC3)C(=O)N(Cc3cccc4ccccc34)C1=C[C@H](COCc1ccccc1)O[C@@H]2C	-3
CCOC(=O)c1c(NC(=O)CN2CCN(c3ccc(Cl)cc3)CC2)sc(C)c1C	2
CN1CCc2c(c3c(n2C)CCN(C)C3c2ccc(F)cc2)C1c1ccc(F)cc1 (configuration not stated)	-3
Cc1ccc(C(=O)c2oc3ccccc3c2NC(=O)c2cc(-c3ccccc3O)n[nH]2)cc1	0
O=S(=O)(Nc1ncn[nH]1)c1ccc2ccccc2c1	-1
CCOC(=O)Cn1c(=NC(=O)CSC(C)=O)sc2cc(OC)ccc21	1
Cc1cccc(C)c1OCC(=O)Nc1cccc(C(=O)O)c1	3
Cc1nn(-c2ccccc2)c2c1c(C)c(CCC(=O)NCC1CCCO1)c(=O)n2C (configuration not stated)	-4
CC1CCCCC1NC(=O)COn1nnc2ccc(Cl)cc21 (configuration not stated)	3
Cc1ccccc1/C=N/NC(=O)c1sccc1C	0
O=C(NCCc1ccccc1)[C@@H]1CC=C[C@@H]2CCN(C3CCCCC3)C(=O)[C@@H]21	-4
COC(=O)Nc1sc2c(c1C(=O)NC1CC1)CCCCCC2	-3
Cc1cc(C)cc(N2CC34C=CC(O3)C(C(=O)OCC(=O)NCc3ccco3)C4C2=O)c1 (configuration not stated)	-3
CC(Cc1c[nH]c2ccccc12)NC(N)=O (configuration not stated)	-4
CCOC(=O)[C@]12CCCC=C1N(CCCOC)C(=O)[C@@H]2CC(=O)NCC1CCCCC1	1
COC(=O)[C@@]12CCCCN1[C@H](c1ccc(-c3cc(C(C)=O)cs3)cc1)[C@H]1C(=O)N(C)C(=O)[C@H]12	5
O=C(N/N=C/c1c(F)cccc1Cl)c1ccc(Cn2cc(Br)cn2)o1	1
CC1CCCCC1NC(=O)CCCN1C(=O)c2ccccc2C1=O (configuration not stated)	-2
COc1ccc(OC)c(S(=O)(=O)N2CCC3(CC2)CC(=O)c2ccccc2O3)c1	0
Cc1ccc(S(=O)(=O)N2[C@@H](c3cccc(C)c3)C(C(=O)O)=C[C@H]2C(C)(C)C)cc1	2
CCCCOc1ccc(C(C)NC(=O)C2CCCN(S(=O)(=O)CCC)C2)cc1 (configuration not stated)	3
C/C(=N\NC(=O)c1cccc2ccccc12)c1cccnc1	-1
COC(=O)CN1C(c2ccccc2)=Nc2ccc(Cl)cc2C1c1ccccc1 (configuration not stated)	8
COc1ccc(C)cc1NC(=O)C(Sc1nncn1C)c1ccccc1 (configuration not stated)	1
Cc1cc(C)cc(NCc2cc3c(cc2[N+](=O)[O-])OCO3)c1	-1
Continued:
SMILES	TbREL1 inh
COC(=O)CSc1nnc(C)n1-c1cccc(OC)c1	-1
Cc1ccc(S(=O)(=O)N2CCC(C(=O)OC(C)C(=O)NC(N)=O)CC2)cc1C (configuration not stated)	-3
Clc1ccc(-c2nnc(NCc3ccccc3)c3ccccc23)cc1	6
O=C(O)CC1NC(=S)N(c2ccccc2)C1=O (configuration not stated)	4
COc1ccc(CNCC#Cc2ccccc2)cc1	6
O=C(NCCc1ccccc1)c1cc(-c2ccc3c(c2)OCO3)on1	1
COC(=O)[C@H](C)NC(=O)[C@H](CC(C)C)NC(=O)OC(C)(C)C	-1
COc1ccc(S(=O)(=O)N2CCCC2CNC(=O)C(=O)NCc2ccc(C)cc2)cc1 (configuration not stated)	-1
O=C(COC(=O)COc1ccc(Cl)cc1Cl)NC1CC1	1
COC(=O)C1C2CCC(C2)C1C(=O)OCC(=O)c1ccc(C)cc1 (configuration not stated)	-1
O=C(c1ccco1)N1CCN=C1SCc1cccc(F)c1	1
COC(=O)c1sccc1NC(=S)N1CCN(c2ccccc2F)CC1	-1
COC(=O)C1=C(C)N(CCc2cc(OC)c(OC)c(OC)c2)C(=O)N[C@H]1c1ccccc1	3
O=C(NC1CC1)C1=C[C@@H](c2c[nH]c3ccccc23)C[C@@H](OCCCCO)O1	-1
CN(C)S(=O)(=O)c1cccc(NC(=O)c2n[nH]c(=O)c3ccccc23)c1	1
Cc1cccc2cc3c(NC(=O)c4ccccn4)nn(C)c3nc12	5
CNc1ccc(SC#N)cc1	-3
CCc1nnc(NC(=O)CSc2nc3ccccc3c(=O)n2CCCOC)s1	-1
O/C(=C\c1ccc2ccccc2n1)c1ccncc1	0
Cc1cc(C(=O)N=Nc2c(O)n(C(C)C)c3ccccc23)n[nH]1	1
O=C1C(=O)N(Cc2cccnc2)C(c2ccc(Br)cc2)/C1=C(\O)c1ccc2c(c1)OCCO2 (configuration not stated)	-4
C[C@H](CO)N1C[C@H](C)[C@@H](CN(C)Cc2cccc(C(F)(F)F)c2)OCc2cnnn2CCCC1=O	4
Cc1ccc(NC(=O)c2cc3ccccc3o2)cc1	1
CC1CN(S(=O)(=O)c2cccc3nsnc23)CC(C)O1 (configuration not stated)	-2
C[C@H]1C2CC(OC(=O)Nc3ccc(C#N)cc3)C(C2)[C@H]2CCCCN21 (some centres not stated)	1

Exported with bars between the fields: 15 of the compounds above.
structure | TbREL1 inh
O=C(c1ccco1)N1CCN=C1SCc1cccc(F)c1 | 1
COC(=O)c1sccc1NC(=S)N1CCN(c2ccccc2F)CC1 | -1
COC(=O)C1=C(C)N(CCc2cc(OC)c(OC)c(OC)c2)C(=O)N[C@H]1c1ccccc1 | 3
O=C(NC1CC1)C1=C[C@@H](c2c[nH]c3ccccc23)C[C@@H](OCCCCO)O1 | -1
CN(C)S(=O)(=O)c1cccc(NC(=O)c2n[nH]c(=O)c3ccccc23)c1 | 1
Cc1cccc2cc3c(NC(=O)c4ccccn4)nn(C)c3nc12 | 5
CNc1ccc(SC#N)cc1 | -3
CCc1nnc(NC(=O)CSc2nc3ccccc3c(=O)n2CCCOC)s1 | -1
O/C(=C\c1ccc2ccccc2n1)c1ccncc1 | 0
Cc1cc(C(=O)N=Nc2c(O)n(C(C)C)c3ccccc23)n[nH]1 | 1
O=C1C(=O)N(Cc2cccnc2)C(c2ccc(Br)cc2)/C1=C(\O)c1ccc2c(c1)OCCO2 (configuration not stated) | -4
C[C@H](CO)N1C[C@H](C)[C@@H](CN(C)Cc2cccc(C(F)(F)F)c2)OCc2cnnn2CCCC1=O | 4
Cc1ccc(NC(=O)c2cc3ccccc3o2)cc1 | 1
CC1CN(S(=O)(=O)c2cccc3nsnc23)CC(C)O1 (configuration not stated) | -2
C[C@H]1C2CC(OC(=O)Nc3ccc(C#N)cc3)C(C2)[C@H]2CCCCN21 (some centres not stated) | 1

Continuation.
SMILES	TbREL1 inh
O=Cc1ccc(-c2ccc(C(=O)O)cc2)o1	8
O=C(O)Cn1c(-c2ccccc2)nc2ccccc21	-1
COc1ccc(C(=O)COC(=O)c2sc(C)nc2C)cc1Cl	3
CCOC(=O)[C@]12CCC=C1N(Cc1ccco1)C(=O)[C@H](CC(=O)NCC13CC4CC(CC(C4)C1)C3)C2	-3
Fc1cccc(Oc2nc3ccccc3n3cccc23)c1	3
CC(C)CNC(=O)c1c2c(nc3ccccc13)-c1ccccc1CC2	-1
O=C(CSC1=NNC(c2ccccn2)S1)Nc1cccc(Cl)c1 (configuration not stated)	-8
CN(C(=O)c1cccn(Cc2ccccc2)c1=O)c1ccccc1	-1
Cc1ccc(C(=O)N2CCN(c3cccc(C)c3C)CC2)o1	-1
CCCCn1c(SCC(=O)c2c(N)n(C3CC3)c(=O)[nH]c2=O)nc2cc(S(N)(=O)=O)ccc21	9
COc1ccnc(Oc2ccc(F)cc2)c1C#N	3
COc1cc(NC(=O)C2CCCO2)c(OC)cc1NC(=O)c1ccccc1 (configuration not stated)	-3
CC1CCN(C(=O)c2[nH]cnc2C(=O)NCC(=O)OCc2ccccc2)CC1	-2
CCN(C[C@H]1N[C@@](Cc2ccccc2)(C(=O)OC)[C@H]2C(=O)N(Cc3ccccc3)C(=O)[C@@H]12)C(=O)NC(C)C	-2
COc1ccccc1NC(=O)CN(Cc1ccco1)C(=O)c1ccc(=O)[nH]c1	0
COc1ccc(-n2nc(C(=O)NCC(=O)NCc3ccco3)c3ccccc3c2=O)c(OC)c1	-2
Cc1ccc2nc(-c3ccc(C#N)cc3)c(Cc3ccccc3C(F)(F)F)n2c1	5
O=S(=O)(N1CCCCC1)N1CCN(CC(O)COc2ccc3cc(Br)ccc3c2)CC1 (configuration not stated)	-2
CCc1nc2sc3ccccc3c(=O)c2c(=O)n1Cc1ccco1	7
CC(C)(C)OC(=O)C[C@@H]1C/C=C\C[C@H](CC(=O)N(CCO)Cc2ccccc2)C(=O)N2CCC[C@H]2COC1=O	-2
O=C(NCc1ccc(F)cc1)C1CCN(S(=O)(=O)c2cccc3nonc23)CC1	-3
C=CCOc1c(CNc2cccc(C(=O)O)c2)cccc1OCC	-3
CSc1nc2ccccc2cc1/C=C(\C#N)c1ccccc1	3
CCOC(=O)C1(C)CCN1C(=O)c1ccc(-c2ccccc2)cc1 (configuration not stated)	2
CCCc1cc(C(=O)Nc2cnn(Cc3ccc(F)cc3)c2)no1	2
O=C(NCCN1CCOCC1)c1ccccc1Oc1ccccc1	0
CN(C)S(=O)(=O)N1CCN(c2ccc([N+](=O)[O-])c(N3CCOCC3)c2)CC1	-2
Cc1ccc(C(=O)OCC(=O)NCc2ccco2)cc1C	-1
COc1ccc([C@H]2OC(=O)C[C@H]2C(=O)N2CCN(c3ccccc3Cl)CC2)cc1OC	0
